MT1-MMP act inh = blockers of MT1-MMP proenzyme processing, primary screen, HT1080 RFP-PRO-GFP cells, GFP/RFP fluorescence. AID 651647, 2012. Matrix metalloproteinase-14 (Homo sapiens), P50281. GFP/RFP ratio fluorescence, overnight; percent of plate control window, DMSO zero. hit rate 0.061% among 360,000. GFP/RFP ratio change, % at 20 µM;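 active = GFP/RFP ratio change of at least 30% with cell ATP level not reduced by more than half and red fluorescence within 50% of control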; note: strong numbers were not always called active
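Material: RFP-PRO-GFP reporter HT1080 cells. Dosing: single-point 20 µM compound, 1% DMSO. Controls: DMSO and RFP-L50D-GFP cell wells. Timing: cells overnight before dosing, compound overnight, 37 °C, 5% CO2. Measure: GFP/RFP fluorescence ratio.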
FAS TE block = FAS thioesterase domain inhibitors, primary screen, biochemical, fluorescence intensity, uHTS; Fatty acid synthase (Homo sapiens), P49327; recombinant FAS-TE, OMFH fluorogenic substrate, fluorescence endpoint; inhibition, % at 15 µM; hit rate 0.67% among 360,000;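 active = compounds whose normalised, plate-corrected inhibition of enzyme fluorescence in the single-dose primary screen is 50% or more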;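 note: 0% = DMSO with enzyme and 100% = substrate without enzyme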
NadD block = inhibitors of S. aureus NadD, primary screen, biochemical, colorimetric, uHTS. hit rate 0.78% among 360,000. Nicotinate-nucleotide adenylyltransferase NadD (Staphylococcus aureus N315). purified NadD enzyme, colorimetric absorbance read-out. inhibition, % at 20 µM; in the data active = inhibition above about 26%; note: some compounds past the cut are filed as inactive
SKN-1 inh = suppressors of acrylamide-induced Pgst-4::GFP reporter in worms, primary screen, SKN-1 inhibitor project, whole organism, uHTS, GFP/RFP fluorescence ratio, strain VP596. C. elegans VP596 Pgst-4::GFP/RFP ratio, 24 h. inhibition, % at 21.8 µM. hit rate 0.49% among 360,000. AID 624304, 2012;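 active = interference check ratio from 0.5 to 1.5 plus GFP to RFP signal ratio inhibition reaching or exceeding a fixed threshold, cut at about 30% in these data, passing the limit was not always enough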; note: some compounds called inactive have numbers as strong as hits
PABP1 MLLE inh = inhibitors of PABP1 MLLE–PAM2 peptide binding, primary screen, biochemical, fluorescence polarization, FITC-PAM2, GST-MLLE; inhibition, % at 20 µM; AID 588489, 2011; Polyadenylate-binding protein 1 (Homo sapiens), P11940; hit rate 0.36% among 360,000; in the data active = inhibition above about 35%, passing the limit was not always enough;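 note: plate controls were DMSO wells with GST-MLLE for no effect and wells lacking GST-MLLE protein for full effect; some results filed as inactive read as strong as hits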
Target sequence (P11940 whole entry, looked up): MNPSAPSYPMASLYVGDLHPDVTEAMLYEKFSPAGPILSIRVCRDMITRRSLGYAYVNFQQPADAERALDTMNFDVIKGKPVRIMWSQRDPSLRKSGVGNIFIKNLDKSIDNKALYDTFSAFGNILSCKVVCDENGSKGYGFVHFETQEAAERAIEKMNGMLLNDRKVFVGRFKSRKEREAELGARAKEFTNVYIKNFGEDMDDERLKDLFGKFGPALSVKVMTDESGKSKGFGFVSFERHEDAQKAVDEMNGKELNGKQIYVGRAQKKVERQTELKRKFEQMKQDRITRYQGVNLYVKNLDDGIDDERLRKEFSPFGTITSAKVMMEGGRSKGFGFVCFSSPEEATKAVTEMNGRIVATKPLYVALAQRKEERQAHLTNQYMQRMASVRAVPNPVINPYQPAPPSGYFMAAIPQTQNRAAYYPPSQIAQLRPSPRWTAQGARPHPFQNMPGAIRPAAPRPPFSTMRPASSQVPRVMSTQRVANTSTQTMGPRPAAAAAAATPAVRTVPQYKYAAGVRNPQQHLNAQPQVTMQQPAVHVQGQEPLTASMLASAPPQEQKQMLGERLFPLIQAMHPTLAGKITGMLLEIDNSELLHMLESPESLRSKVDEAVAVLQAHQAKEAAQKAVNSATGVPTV
Neddylation inh = inhibitors of cullin neddylation, primary screen, biochemical, TR-FRET, uHTS, NAE and Ubc12; NEDD8-conjugating enzyme Ubc12 (Homo sapiens) + NEDD8-activating enzyme E1 regulatory …; calls only at 25 µM; hit rate 0.58% among 360,000; AID 651699, 2012; in the data active = inhibition above about 36%
Rin1 Abl inh = inhibitors of Rin1-Abl protein binding, primary screen, biochemical, TR-FRET; Tyrosine-protein kinase ABL1 (Homo sapiens) + Ras and Rab interactor 1 (Homo sapiens), …; hit rate 0.4% among 360,000; inhibition, % at 7.35 µM; in the data active = inhibition above about 5%, passing the limit was not always enough
CSN inh = inhibitors of CSN-mediated cullin deneddylation, primary screen, biochemical, fluorescence polarization, uHTS. Purified CSN, SCF-Nedd8-OG deneddylation. inhibition, % at 12.5 µM. AID 651999, 2013. hit rate 0.38% among 360,000;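 active = pattern-corrected inhibition above about 35%, with an unprinted fluorescence ratio check between 0.5 and 1.5, limit read from the data, passing the limit was not always enough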;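 note: 0% = enzyme with substrate and 100% = substrate without enzyme; some results filed as inactive read as strong as hits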
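Assay system: HEK293T-derived human Csn5 enzyme; quantity: 0.24 nM enzyme; medium: Tris/NaCl/DTT buffer, pH 7.5; also added: substrate SCFSkp2-Nedd8OG, 10 nM; doses: 12.5 µM compound; schedule: 90 min reaction at room temperature; signal: FP; read-out: % inhibition of substrate cleavage by Csn5; benchmarks: substrate-only high control, full reaction low control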
Rpn11 inh = Rpn11 (PSMD14) deubiquitinase inhibitors, primary screen, biochemical, fluorescence polarization, uHTS; hit rate 0.59% among 360,000; calls only at 20 µM; human 26S proteasome, Ub4-pepOG fluorescence polarization; 20S core pre-blocked with epoxomicin; 26S proteasome non-ATPase regulatory subunit 14 (Homo sapiens), O00487;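 active = inhibition at 20 µM, scaled to each plate's controls, above about 33%, limit read from the data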
Target sequence (O00487 whole entry, looked up): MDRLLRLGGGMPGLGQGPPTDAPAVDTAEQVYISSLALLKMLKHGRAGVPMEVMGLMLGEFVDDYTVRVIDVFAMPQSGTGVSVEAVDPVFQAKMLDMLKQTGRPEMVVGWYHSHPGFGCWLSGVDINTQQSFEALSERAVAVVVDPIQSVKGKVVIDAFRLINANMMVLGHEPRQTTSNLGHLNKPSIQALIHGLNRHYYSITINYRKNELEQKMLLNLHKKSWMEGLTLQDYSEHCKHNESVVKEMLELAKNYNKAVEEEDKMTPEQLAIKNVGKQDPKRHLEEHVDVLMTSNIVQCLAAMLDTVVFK
An asterisk follows results filed as active; i = inactive; . = not tested or not shown; + = active, no number.

SMILES	MT1-MMP act inh	FAS TE block	NadD block	SKN-1 inh	PABP1 MLLE inh	Neddylation inh	Rin1 Abl inh	CSN inh	Rpn11 inh
Cc1cn([C@H]2C[C@H](O)[C@@H](CNCc3cc(Br)ccc3OCc3ccccc3)O2)c(=O)[nH]c1=O	-1	-4	-2	17	7	i	2	4	i
O=C(CCNC(=O)c1ccc(Br)cc1)Nc1nc2ccccc2[nH]1	4	-4	2	10	21	i	6	-7	i
COc1ccc(CCNC(=O)Nc2cccc([N+](=O)[O-])c2)cc1OC	1	1	-7	4	1	i	2	-3	i
CNC(=S)NNC(=O)c1c(C)nc2cc(C)ccn12	-1	-2	-5	9	-3	i	-4	1	i
Cc1ccccc1CN1CCNC1=O	11	-7	-7	13	11	i	2	-4	i
CC12CCC(=O)N1C(C(=O)Nc1nnc(SCc3ccccc3F)s1)CS2 (stereo not drawn)	-4	-2	2	14	13	i	32*	3	i
Cc1c(C(=O)Nc2ccc3c(c2)CCC3)cccc1[N+](=O)[O-]	5	18	-5	17	0	i	-1	-2	i
Oc1ccc(/C=N/Nc2nc(-c3ccccc3F)nc3ccccc23)c(O)c1	-30	9	21	-5	-38	i	-1	9	+
O=C(/C=C/c1ccc2c(c1)OCO2)c1ccc(O)cc1O	-16	6	-5	10	6	i	-1	8	i
CCN(CC)CCNC(=O)c1ccc(NS(=O)(=O)c2ccc3c(c2)OCCO3)cc1	2	-4	-4	-6	4	i	2	0	i
O=C(CN1CCN(c2cccc(Cl)n2)CC1)N1CC(O)CO1 (stereo not drawn)	-2	-5	-1	-4	0	i	-2	0	i
Cc1cc(C)n2nc(C(=O)OCC(=O)Nc3ccc(C)c(S(=O)(=O)N(C)C)c3)nc2n1	-1	-7	3	14	-10	i	4	1	i
O=C(CSc1nccc(=O)[nH]1)NC1CCCCCC1	1	-7	-2	8	5	i	1	-4	i
Clc1ccc(-c2nc3nc4ccccc4nc3n2Cc2ccco2)cc1	2	2	-2	-13	21	i	-2	5	i
O=C(O)c1ccc(Cl)c(S(=O)(=O)Nc2ccccc2C(=O)Nc2ccc(Cl)cc2)c1	-1	-2	4	12	4	i	0	1	i
Nc1nc2n(n1)C(c1ccco1)CC(c1ccc(Cl)cc1Cl)N2 (stereo not drawn)	-3	-11	5	-4	-8	i	-1	8	i
COCc1nnc(NC(=O)c2ccc(S(=O)(=O)N(C)c3ccccc3)cc2)o1	-1	-13	9	5	5	i	-3	2	i
O=C1NC2(CCCCC2)OC12CCCCC2	3	-6	-1	1	-2	i	1	-2	i
CCN(c1ccc(C)cc1C)S(=O)(=O)c1nnc(NC(=O)c2ccco2)s1	9	-2	-1	2	-11	i	-6	2	i
COc1ccc(S(=O)(=O)N2CCN(C(=O)c3cccc(Cl)c3)CC2)cc1	2	-6	1	-5	-7	i	2	1	i

Some of the entries so far, comma-delimited:
compound,MT1-MMP act inh,FAS TE block,NadD block,SKN-1 inh,PABP1 MLLE inh,Neddylation inh,Rin1 Abl inh,CSN inh,Rpn11 inh
Cc1c(C(=O)Nc2ccc3c(c2)CCC3)cccc1[N+](=O)[O-],5,18,-5,17,0,i,-1,-2,i
Oc1ccc(/C=N/Nc2nc(-c3ccccc3F)nc3ccccc23)c(O)c1,-30,9,21,-5,-38,i,-1,9,+
O=C(/C=C/c1ccc2c(c1)OCO2)c1ccc(O)cc1O,-16,6,-5,10,6,i,-1,8,i
CCN(CC)CCNC(=O)c1ccc(NS(=O)(=O)c2ccc3c(c2)OCCO3)cc1,2,-4,-4,-6,4,i,2,0,i

Next part
SMILES	MT1-MMP act inh	FAS TE block	NadD block	SKN-1 inh	PABP1 MLLE inh	Neddylation inh	Rin1 Abl inh	CSN inh	Rpn11 inh
Cn1nnc(C(O)CN2CCOCC2)n1 (stereo not drawn)	-3	-4	-8	3	-4	i	1	2	i
CCCc1nc2c(=O)n(C)c(=O)[nH]c2n1CCC	3	-10	-3	-4	4	i	-2	0	i
COc1ccccc1NC(=S)NCc1ccc2c(c1)OCO2	-4	-3	0	13	-32	i	-1	-20	i
O=C1CCN(C(=O)/C=C/c2ccccc2)c2ccccc21	2	-1	-2	0	1	i	1	0	i
O=C(CSc1nnc(NC(=O)c2ccccc2C(=O)O)s1)Nc1ccccc1Cl	0	-2	6	7	-71	i	-1	-2	i
Cc1nn(C)c(C)c1C(C)NC(=O)c1ccc(OC2CCN(Cc3ccccn3)CC2)cc1 (stereo not drawn)	0	-9	-2	-1	2	i	0	4	i
COc1cc(N2CCCC2)c(OC)cc1/C=C(/C#N)c1ccc(F)cc1	-123	-53	2	-1	-136	i	-2	23	.
COc1ccc(C(=O)N2CCC(C(=O)N3CCN(c4ccc(OC)cc4)CC3)CC2)cc1	3	-3	-11	16	-1	i	1	5	i
Cc1ccc(N2C(=O)C3Sc4[nH]c(=O)sc4C(c4ccccc4)C3C2=O)cc1 (stereo not drawn)	-1	-6	2	19	13	i	5	2	i
O=C(OC(C(=O)NC1CCCC1)c1ccncc1)C1=Cc2ccccc2OC1 (stereo not drawn)	-5	4	-4	-9	0	i	-2	-5	i
Cc1ccc(S(=O)(=O)NCCC(=O)N2CC(C)OC(C)C2)cc1C (stereo not drawn)	-4	-15	-4	-5	-2	i	4	0	i
COCCn1c(Sc2ccccc2)nc2c1c(=O)[nH]c(=O)n2C	2	-6	3	-2	0	i	-1	-10	i
CCOC(=O)C1CCN(S(=O)(=O)CCNC(=O)c2ccccc2)CC1	4	-3	0	19	19	i	-2	2	i
Cc1ccc(-n2c(SCC(=O)c3c(N)n(C)c(=O)n(C)c3=O)nc3sc4c(c3c2=O)CCCC4)c(C)c1	-9	52*	18	6	-28	i	-4	-3	i
O=C(N/N=C/c1ccc(OCC(=O)N2CCCC2)cc1)C(=O)NC1CC1	1	-6	-6	1	12	i	1	-4	i
Cc1nn(CC(=O)Nc2cccc(Cl)c2)c(=O)c2cc(-c3ccccc3)nn12	-4	-1	5	-2	12	i	-2	-2	i
O=C(CN1C(=O)S/C(=C\c2ccccc2)C1=O)Nc1cc([N+](=O)[O-])ccc1O	8	81*	4	8	-7	i	-1	-4	i
CC(=O)C[C@H](O)CC(=O)[C@H]1OC(=O)CCCCCCCc2ccccc21	-17	-7	-4	-3	1	i	3	-3	i
O=C(Nc1cccc2c1C(=O)NC2=O)c1ccc(N2C(=O)CCC2=O)cc1	0	-10	-9	-1	-12	i	0	-5	i
COc1cccc(NC(=O)CN2C(=O)NC3(CCCCCC3)C2=O)c1	4	-9	-1	-4	1	i	2	4	i

Four records drawn at random from the list so far, as already listed:
SMILES	MT1-MMP act inh	FAS TE block	NadD block	SKN-1 inh	PABP1 MLLE inh	Neddylation inh	Rin1 Abl inh	CSN inh	Rpn11 inh
O=C(CSc1nnc(NC(=O)c2ccccc2C(=O)O)s1)Nc1ccccc1Cl	0	-2	6	7	-71	i	-1	-2	i
CC(=O)C[C@H](O)CC(=O)[C@H]1OC(=O)CCCCCCCc2ccccc21	-17	-7	-4	-3	1	i	3	-3	i
Cc1nn(CC(=O)Nc2cccc(Cl)c2)c(=O)c2cc(-c3ccccc3)nn12	-4	-1	5	-2	12	i	-2	-2	i
O=C(Nc1cccc2c1C(=O)NC2=O)c1ccc(N2C(=O)CCC2=O)cc1	0	-10	-9	-1	-12	i	0	-5	i

Further structures follow:
SMILES	MT1-MMP act inh	FAS TE block	NadD block	SKN-1 inh	PABP1 MLLE inh	Neddylation inh	Rin1 Abl inh	CSN inh	Rpn11 inh
CCCc1cc(Nc2cccc(OC)c2)n2ncnc2n1	-4	-9	3	-10	-2	i	-1	2	i
O=C(NCc1ccccc1)C(c1ccncc1)N(C(=O)c1csnn1)c1ccccc1F (stereo not drawn)	0	-4	-3	-11	11	i	6	2	i
Cc1cccc(OCCCn2c(CO)nc3ccccc32)c1	3	1	-9	0	14	i	-2	1	i
CC(C)C[C@@H](CN)NC(=O)c1nc[nH]c1C(=O)N[C@@H](Cc1c[nH]c2ccccc12)C(=O)CNC[C@H](C)NC(=O)c1nc[nH]c1C(=O)N[C@@H](C)C(=O)O	0	-10	17	-5	3	i	0	-3	i
S=C1NC2(CCCCC2)Nc2ccccc21	-6	-8	-6	6	9	i	-23	-2	i
O=C(NCC1COc2ccccc2O1)c1cc(S(=O)(=O)N2CCOCC2)ccc1F (stereo not drawn)	-4	1	0	12	-38	i	-2	1	i
COC(=O)/C(=C\Nc1cccc(Cl)c1C)c1ncc(C(F)(F)F)cc1Cl	-2	8	-7	0	0	i	-1	-3	i
CC1CCCCC1NC(=O)CCCn1c(=S)[nH]c2ccccc2c1=O (stereo not drawn)	-4	-4	-8	-4	-88	i	3	-8	i
CN1/C(=C\P(=O)(N(C)C)N(C)C)C(C)(C)c2ccccc21	99	-12	-6	70	-50	i	-1	22	+
O=C(COc1ccccc1)N1CCN(c2ccccc2)CC1	0	-2	-7	16	9	i	-2	8	i
COC(=O)c1cccc(NC(=O)CN2CCc3ccccc3C2)c1	-1	4	7	2	-11	i	-4	4	i
CC(=O)c1ccc(S(=O)(=O)N2CCN(c3nc4c(C)c(C)ccc4cc3C#N)CC2)cc1	3	62*	6	0	-7	i	-2	1	i
Cc1cccc(C(=O)Nc2scc(CC(C)C)c2C(=O)O)c1	0	-8	-3	6	-2	i	5	6	i
CCOC(=O)c1sc(=NC(=O)c2ccco2)n(C)c1C	0	3	-4	0	-4	i	-6	-4	i
CSC1=NCCN1C(=O)c1ccco1	-2	0	7	1	-4	i	-2	1	i
CCCN(C)C1CN(Cc2cn(Cc3cccc(C(F)(F)F)c3)nn2)S(=O)(=O)C1 (stereo not drawn)	1	-8	-2	1	.	i	.	1	.

Screening data deposited in PubChem by several laboratories.

Compounds as they come; any-hit rate near 3.9%.
